Gli-Sufu block = blocks Gli-Sufu signaling in a luciferase reporter; AID 588413; inhibition, % at 5 µM; Sufu-KO-LIGHT fibroblasts, Gli luciferase reporter luminescence; actives 0.74% (n = 340,000);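 active = inhibition above about 55%, limit read from the data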;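 note: 0% = DMSO-treated cells and 100% = wells with medium but no cells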
Apaf-1 inh = blocks human Apaf-1 apoptosome activity. O14727. reconstituted apoptosome caspase-3 activity, DEVD-Rh110 fluorescence. inhibition, % at 20 µM. actives 0.71% (n = 330,000). AID 489030; active = inhibition of at least 40% at 20 µM;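 note: plate controls were DMSO wells for no effect and DEVD-CHO caspase inhibitor wells for full effect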
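Material: reconstituted apoptosome with Apaf-1, cytochrome c, caspase-9, procaspase-3, dATP. Technique: Rh110 fluorescence intensity. Buffer or medium: pH 7.5 Hepes buffer with CHAPS, BSA, DTT. Times: 30 min plus 50 min, RT.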
SENP8 block = SENP8 protease inhibition | Q96LD8 | purified SENP8, Z-RLRGG-aminoluciferin cleavage, luminescence | inhibition, % at 10 µM | actives 1.2% (n = 330,000)
Jurkat NFkB inh = inhibitors of the PMA/ionomycin-induced NF-kB reporter in Jurkat cells | PMA/ionomycin-induced NF-kB luciferase reporter, luminescence | inhibition, % at 4 µM | actives 0.53% (n = 330,000) | AID 435003
UBC13 polyUb = inhibitors of human UBC13 polyubiquitin chain formation; inhibition, % at 20 µM; TR-FRET; P61088; actives 0.47% (n = 330,000); AID 485273; in the data active = inhibition above about 45%, passing the limit was not always enough
Target sequence (P61088 whole entry, looked up): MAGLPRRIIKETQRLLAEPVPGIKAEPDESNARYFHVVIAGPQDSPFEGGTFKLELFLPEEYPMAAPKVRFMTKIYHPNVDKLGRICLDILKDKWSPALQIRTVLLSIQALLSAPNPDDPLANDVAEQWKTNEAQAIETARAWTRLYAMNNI
HKDC1 inhibitor = inhibitors of human hexokinase HKDC1 | inhibition, % at 20 µM | Q2TB90 | actives 0.16% (n = 340,000) | recombinant HKDC1, G6PDH/diaphorase resazurin coupled fluorescence | AID 493160;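 active = inhibition above about 35% when tested at 20 µM, limit read from the data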;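 note: plate controls were DMSO wells with enzyme for no effect and DMSO wells lacking enzyme for full effect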
Target sequence (Q2TB90 whole entry, looked up): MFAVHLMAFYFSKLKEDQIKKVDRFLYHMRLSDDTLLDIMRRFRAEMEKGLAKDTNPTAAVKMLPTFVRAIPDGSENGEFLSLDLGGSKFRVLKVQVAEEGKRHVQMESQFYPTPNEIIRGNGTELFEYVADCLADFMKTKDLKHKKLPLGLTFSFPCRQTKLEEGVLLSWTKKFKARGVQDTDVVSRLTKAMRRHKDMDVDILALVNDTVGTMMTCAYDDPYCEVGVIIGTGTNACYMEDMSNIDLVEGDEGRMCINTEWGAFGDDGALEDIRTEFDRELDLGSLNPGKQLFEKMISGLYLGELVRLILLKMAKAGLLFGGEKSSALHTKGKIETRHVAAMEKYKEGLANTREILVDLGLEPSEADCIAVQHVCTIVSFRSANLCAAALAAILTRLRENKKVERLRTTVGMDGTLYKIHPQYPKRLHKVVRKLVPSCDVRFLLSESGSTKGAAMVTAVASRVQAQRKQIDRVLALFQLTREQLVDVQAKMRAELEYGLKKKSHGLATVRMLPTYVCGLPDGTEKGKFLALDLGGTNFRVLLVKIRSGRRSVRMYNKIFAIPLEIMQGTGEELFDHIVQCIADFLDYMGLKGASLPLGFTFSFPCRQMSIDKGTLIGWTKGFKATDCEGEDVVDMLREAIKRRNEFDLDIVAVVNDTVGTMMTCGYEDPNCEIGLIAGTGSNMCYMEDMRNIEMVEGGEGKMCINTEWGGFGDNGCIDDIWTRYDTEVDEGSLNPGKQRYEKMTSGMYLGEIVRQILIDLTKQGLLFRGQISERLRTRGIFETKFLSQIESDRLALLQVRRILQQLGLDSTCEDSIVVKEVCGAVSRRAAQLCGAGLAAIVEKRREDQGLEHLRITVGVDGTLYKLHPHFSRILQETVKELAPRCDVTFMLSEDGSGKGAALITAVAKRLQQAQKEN
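Material – in-house recombinant HK5 (HKDC1) enzyme · Quantity – HKDC1 at 5 µg/mL · Buffer or medium – pH 8.0 Tris buffer with 10 mM MgCl2 · Reagent – glucose with 1 mM ATP · Dosing – single 20 µM dose · Times – reaction time 90 min, room temperature, protected from light · Technique – resorufin fluorescence at 613 nm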
SENP7 block = inhibitors of human SENP7 protease; Q9BQF6; recombinant SENP7, Z-RLRGG-aminoluciferin luminescence, 40 min; inhibition, % at 5 µM; actives 1.5% (n = 330,000); AID 434973;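 active = inhibition above about 50% at the single test dose, limit read from the data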;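 note: plate controls were DMSO with enzyme for no effect and no enzyme buffer wells for full effect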
697 NFkB inh = inhibitors of the PMA/ionomycin-induced NF-kB reporter in 697 B cells; actives 0.33% (n = 330,000); 697 B-cell NF-kB luciferase reporter, 16 h; AID 435022; inhibition, % at 4 µM; in the data active = inhibition above about 35%
* marks the source's active call; other numbers are inactive results; x = not tested or not shown. Cut-off read from the data, not from the text of the source, unless noted: active = inhibition above about 50%; inactive = the rest.

The opening 5 entries as a preview:
SMILES | Gli-Sufu block | Apaf-1 inh | SENP8 block | Jurkat NFkB inh | UBC13 polyUb | HKDC1 inhibitor | SENP7 block | 697 NFkB inh
CN(CCC#N)C(=O)COC(=O)c1ccc2c(c1)C(=O)N(C1CCCCC1)C2=O | -2 | 12 | -5 | -19 | -4 | -2 | -6 | -17
COCc1cc(NCc2ccc(Cl)cc2)nc(C)n1 | 4 | 11 | -8 | 6 | 3 | -4 | -11 | 2
COc1ccccc1NC(=O)c1ccc(C(=O)c2ccccc2)o1 | -19 | -2 | -3 | 8 | 15 | -2 | 4 | 11
COc1ccc(C#Cc2ccc3c(=O)c4ccccc4n(C)c3c2)cc1 | 4 | 18 | -9 | -17 | -3 | -4 | -13 | -93
CS(=O)(=O)c1ccccc1-c1nnc(NC(=O)CCS(=O)(=O)c2ccc(Cl)cc2)o1 | -3 | -2 | 1 | 6 | -8 | 4 | 1 | 8

Results (from the top)
SMILES | Gli-Sufu block | Apaf-1 inh | SENP8 block | Jurkat NFkB inh | UBC13 polyUb | HKDC1 inhibitor | SENP7 block | 697 NFkB inh
CN(CCC#N)C(=O)COC(=O)c1ccc2c(c1)C(=O)N(C1CCCCC1)C2=O | -2 | 12 | -5 | -19 | -4 | -2 | -6 | -17
COCc1cc(NCc2ccc(Cl)cc2)nc(C)n1 | 4 | 11 | -8 | 6 | 3 | -4 | -11 | 2
COc1ccccc1NC(=O)c1ccc(C(=O)c2ccccc2)o1 | -19 | -2 | -3 | 8 | 15 | -2 | 4 | 11
COc1ccc(C#Cc2ccc3c(=O)c4ccccc4n(C)c3c2)cc1 | 4 | 18 | -9 | -17 | -3 | -4 | -13 | -93
CS(=O)(=O)c1ccccc1-c1nnc(NC(=O)CCS(=O)(=O)c2ccc(Cl)cc2)o1 | -3 | -2 | 1 | 6 | -8 | 4 | 1 | 8
CCCOc1ccc(OCCOCCN2CCc3ccccc3C2)cc1 | 7 | -7 | -3 | -12 | 4 | 2 | 5 | -14
C=CCNC(=S)/C(=C(\[O-])c1ccc(Cl)cc1)[n+]1ccccc1 | 3 | -13 | -8 | -7 | 2 | 2 | 8 | -10
Cc1ccc(C)c(OCC(=O)NC(Cc2c[nH]c3ccccc23)C(=O)O)c1 (stereo not given) | -2 | 5 | -3 | 5 | -5 | -11 | -2 | 14
CNC(=O)CN(C)S(=O)(=O)c1ccc(OC)c(Cl)c1 | 1 | -2 | -8 | -4 | -2 | -5 | -13 | 17
CCCCC1(C(=O)OCC)NC(c2ccc(O)cc2)C2C(=O)N(c3ccccc3)C(=O)C21 (stereo not given) | 10 | -6 | -5 | -13 | -1 | 0 | 13 | 2
Cc1ccc(S(=O)(=O)/N=C2/NC(=O)/C(=C/c3cc([N+](=O)[O-])ccc3O)S2)cc1 | 0 | 15 | 10 | -4 | -47 | 10 | 10 | 13
O=c1[nH]cnc2c1C(c1ccccc1)c1c(nc[nH]c1=O)O2 | -8 | -6 | 4 | 3 | 6 | 1 | 4 | 12
Cc1ccc(SCCC(=O)Nc2c(C)n(C)n(-c3ccccc3)c2=O)cc1 | 2 | 12 | -1 | 4 | -6 | -5 | -2 | -15
O=C(CCNC(=O)c1ccccc1Cl)NCCC1=CCCCC1 | -14 | -9 | -6 | -4 | -1 | -4 | -3 | -11
O=C(Cn1c(=O)[nH]c2ccsc2c1=O)NC1CCCCCC1 | -1 | -4 | -13 | -17 | -10 | -6 | -8 | 8
CC(C)(C)[C@H]1CCC(=O)N([C@H](CSc2ccccc2)Cc2ccccc2)CC1 | 5 | 25 | -2 | -18 | 4 | 0 | 1 | 14
COc1ccc(CN2CN(C3CCCC3)CSC2=S)cc1 | 5 | 1 | 4 | 13 | -10 | -4 | 2 | -9
CCOC(=O)c1c(C)[nH]c(C)c1C(=O)COC(=O)c1cc(OC)cc(OC)c1 | 5 | 8 | -14 | 16 | 9 | -1 | 7 | -3
O=[N+]([O-])c1cccc(CSc2nc3ccccc3[nH]2)c1 | 7 | -8 | -14 | -42 | -6 | -3 | -5 | -20
Cc1nc2cc(NC(=O)NCc3ccc4c(c3)OCO4)ccc2o1 | 0 | -17 | 3 | -8 | 1 | -8 | 3 | 2
N=C1c2c(cc(=O)n3c2[nH]c2ccccc23)CN1CCN1CCOCC1 | -4 | 1 | 0 | 2 | 6 | 10 | -2 | 13
CN(C)c1ccc(P(=O)(Nc2cccc(C(F)(F)F)c2)N2CCOCC2)c(NC(=O)c2cccs2)c1 (stereo not given) | 16 | 5 | 6 | 1 | 10 | -3 | -3 | 16
CN(CC(=O)Nc1c(Cl)cccc1Cl)C(=O)CCC1CCCC1 | -9 | 6 | -9 | -2 | -6 | -1 | -8 | 3
Clc1ccc(-c2cnnc(-c3ccccn3)n2)cc1 | -72 | 20 | -18 | -27 | -25 | -4 | -3 | -101
O=C(Cc1ccccc1)NC(Nc1ccccc1)C(Cl)(Cl)Cl (stereo not given) | 0 | 12 | -4 | 0 | -4 | 2 | 4 | 10
Cc1cccc(C(=O)NC(=S)NNC(=O)c2ccccc2Cl)c1 | 6 | -1 | -10 | -8 | -37 | -19 | -5 | 2
CN1C(=O)/C(=C\c2ccccc2F)Sc2ccc(C(=O)NC3CCN(Cc4ccccc4)CC3)cc21 | 27 | 22 | 2 | 48 | 15 | -2 | 3 | -44
COc1ccccc1NC(=O)CSc1nncn1-c1ccccc1 | 3 | 0 | -3 | -2 | -4 | -3 | 3 | 1
O=C(CSc1n[nH]c(Cc2ccccc2)n1)Nc1ccccc1Br | 41 | 5 | -2 | -18 | 8 | 0 | 4 | 4
CC(/C=N/n1c(-c2ccncc2)n[nH]c1=S)=C\c1ccco1 | 5 | -14 | -7 | -3 | -20 | -1 | 13 | -12
CCOC(=O)N1CCN(C(=O)CCS(=O)(=O)c2cc3c(cc2Cl)NC(=O)CO3)CC1 | -7 | -1 | -16 | 3 | 0 | -8 | -15 | 3
O=C(c1ccc(S(=O)(=O)N2CCCC2)cc1)N1CCN(c2ccccc2)CC1 | -11 | -1 | -1 | 11 | -2 | -1 | 5 | 8
CCCNS(=O)(=O)c1ccc(CCC(=O)NCc2cccnc2)cc1 | 1 | -4 | -1 | 1 | 0 | -2 | 5 | -7
Cc1cc(C)n(Cc2ccc(C(=O)Nc3ccc(Br)cc3C)o2)n1 | 6 | 16 | -8 | 4 | -4 | -2 | -8 | 4
CCn1c(C(=O)O)c(S(=O)(=O)c2ccc(Cl)cc2)c2ccccc21 | 8 | -3 | -1 | -2 | 0 | -2 | 5 | 8
COc1ccc(C(=O)CN2Cc3ccccc3C2=N)cc1 | -54 | -11 | 2 | -157 | 5 | -4 | -1 | -202
CC(C)(C)C(=O)O/N=C(\N)c1ccc(Br)cc1 | -1 | -10 | -19 | -13 | 3 | -5 | -10 | 17
Cc1ccc(-c2csc(Nc3ccc(C(=O)O)cc3)[n+]2Cc2ccccc2)cc1 | -12 | -9 | 5 | 5 | -15 | 30 | -4 | -34
CNC(=O)c1sccc1S(=O)(=O)Cc1c(Cl)cccc1Cl | -3 | -4 | -5 | 22 | -2 | -7 | -3 | 13
CCOC(=O)N1CCN(C(=O)CCCn2c(=S)[nH]c3ccsc3c2=O)CC1 | -36 | 1 | 3 | -10 | 18 | -3 | 9 | 18
CN(C)c1ccc(/C=C2\Oc3ccc(C#Cc4cccc(N)c4)cc3C2=O)cc1 | -20 | 8 | 3 | -1 | -28 | 10 | -5 | -6
COc1cccc(C2CCCCN2Cc2nc(-c3ccc(C)o3)oc2C)c1 (stereo not given) | 10 | 14 | -3 | 16 | -1 | -4 | 4 | 4
CCOC(=O)c1nc(N)c(=O)n(-c2ccccc2)n1 | -6 | -1 | 5 | -8 | -5 | -4 | 2 | -10
O=C(NCc1n[nH]c(=S)n1-c1ccc(F)cc1)c1ccc(S(=O)(=O)N2CCCCC2)cc1 | 20 | -3 | 5 | 2 | 6 | 0 | 2 | 12
COc1ccc(S(=O)(=O)NC(CC(=O)NCCc2ccccc2)c2ccco2)cc1 (stereo not given) | -6 | -23 | -1 | -23 | 1 | -4 | 6 | 33
COC(=O)CC/C(O)=C1\C(=O)CC(C)(C)CC1=NCCc1nc2ccccc2[nH]1 | -1 | -3 | -11 | -6 | -22 | -8 | -3 | -10
CC1CCCCC12NC(=O)N(Cc1cc(=O)n3ccsc3n1)C2=O (stereo not given) | 6 | -14 | -2 | -10 | -8 | -8 | -4 | 8
N#CC(C#N)=Cc1cccn1-c1ccc(C(=O)O)cc1 | 8 | -2 | -6 | -12 | 3 | 15 | -2 | 13
CC(=O)Nc1ccc(Nc2nc(C)c([N+](=O)[O-])c(Nc3ccc(NC(C)=O)cc3)n2)cc1 | 8 | 5 | -5 | -5 | -18 | -4 | -11 | 6
COc1ccc(CCn2nnnc2C(c2ccc(Cl)cc2)N2CCN(C)CC2)cc1OC (stereo not given) | -7 | 3 | -7 | -23 | -2 | -1 | -10 | 10
(next part)
SMILES | Gli-Sufu block | Apaf-1 inh | SENP8 block | Jurkat NFkB inh | UBC13 polyUb | HKDC1 inhibitor | SENP7 block | 697 NFkB inh
O=C(CCN1CCc2ccccc2C1)Nc1ccccc1F | -3 | -4 | -3 | 13 | 12 | -4 | 4 | 11
COc1ccc(N2CCN(CC(=O)Nc3ccc(-n4cnnn4)cc3)CC2)cc1 | -3 | -18 | -4 | -1 | 1 | -10 | -1 | -4
Cc1ccc2c(CN3CCC(C(N)=O)CC3)cc(=O)oc2c1C | 3 | 7 | -7 | -17 | -4 | 2 | -1 | 0
Cc1ccc(NC(=S)NC(NC(=O)c2ccccc2C)C(Cl)(Cl)Cl)c(C)c1 (stereo not given) | -1 | 21 | -15 | -12 | -15 | 2 | -8 | -36
COc1ccc(NC(=O)c2scc(S(=O)(=O)C(C)C)c2N)cc1 | -78 | -13 | 59* | -88 | -6 | -4 | 86* | -151
Cc1cccc(N2CCN(C3CCCCC3NS(=O)(=O)c3ccccc3)CC2C)c1 (stereo not given) | 44 | 20 | 4 | 7 | -2 | 6 | 5 | -10
O=C(N/N=C/C=C\c1ccco1)c1ccccn1 | 7 | -18 | -9 | 21 | -11 | 4 | 6 | -12
CC(=O)c1ccc(NC(=O)Nc2ccncc2)cc1 | -1 | -2 | 1 | -11 | 16 | -5 | 8 | 8
Cc1ccc(-c2nnc(NC(=O)CCS(=O)(=O)c3ccc(F)cc3)o2)c(C)c1 | 1 | 6 | -7 | -5 | -8 | -6 | 10 | -10
COc1ccccc1CNC(=O)c1ccc(Br)o1 | 3 | 4 | -6 | -6 | -4 | -1 | 11 | 3
OC(COc1ccc(CNCc2cccnc2)cc1)CN1CCc2ccccc2C1 (stereo not given) | 8 | -2 | -8 | -3 | 9 | -12 | -4 | -6
O=S(=O)(Nc1ccc(Br)cc1)c1cccc2nonc12 | 8 | 16 | -4 | -7 | -5 | 9 | 2 | 9
CCCN1C(=O)/C(=C\C=C2/C=CN(CC)c3ccccc32)SC1=S | -9 | 36 | -4 | 5 | -11 | 1 | 1 | -3
CC(=O)C1=C(O)C(=O)N(Cc2ccccc2)C1c1ccc([N+](=O)[O-])cc1 (stereo not given) | x | 4 | 3 | 0 | -7 | x | 3 | 5
CC(C)CC(=O)Nc1ccc2oc(-c3ccncc3)nc2c1 | -2 | 4 | -9 | -38 | 8 | -4 | -8 | -32
Cc1cc(=O)n(CC(=O)NC2CC2)c2c1c(C)nn2-c1ccccc1 | -19 | 6 | -12 | 0 | -4 | -5 | -9 | -5
COc1cc(C2/C(=C(/O)c3ccc(OCC(C)C)cc3)C(=O)C(=O)N2CCN(C)C)ccc1O (stereo not given) | 5 | -5 | 2 | -4 | -8 | -7 | -2 | 1
Cc1ccsc1C(=O)NCCc1c[nH]c2ccccc12 | -42 | -1 | 14 | -39 | 6 | -3 | 31 | -33

As entered above:
`CC(=O)C1=C(O)C(=O)N(Cc2ccccc2)C1c1ccc([N+](=O)[O-])cc1` (stereo not given) – UBC13 polyUb: -7
`CC(C)CC(=O)Nc1ccc2oc(-c3ccncc3)nc2c1` – SENP8 block: -9
